From PubChem BioAssay
TcdB GH inh – inhibitors of Clostridioides difficile toxin B glycohydrolase. TcdB glycohydrolase enzymatic assay, plate reader. AID 652162. actives 0.24% (n = 350,000). inhibition, % at 9.99 µM. P18177; in the data active = inhibition above about 10%
Target sequence (P18177 whole entry, looked up): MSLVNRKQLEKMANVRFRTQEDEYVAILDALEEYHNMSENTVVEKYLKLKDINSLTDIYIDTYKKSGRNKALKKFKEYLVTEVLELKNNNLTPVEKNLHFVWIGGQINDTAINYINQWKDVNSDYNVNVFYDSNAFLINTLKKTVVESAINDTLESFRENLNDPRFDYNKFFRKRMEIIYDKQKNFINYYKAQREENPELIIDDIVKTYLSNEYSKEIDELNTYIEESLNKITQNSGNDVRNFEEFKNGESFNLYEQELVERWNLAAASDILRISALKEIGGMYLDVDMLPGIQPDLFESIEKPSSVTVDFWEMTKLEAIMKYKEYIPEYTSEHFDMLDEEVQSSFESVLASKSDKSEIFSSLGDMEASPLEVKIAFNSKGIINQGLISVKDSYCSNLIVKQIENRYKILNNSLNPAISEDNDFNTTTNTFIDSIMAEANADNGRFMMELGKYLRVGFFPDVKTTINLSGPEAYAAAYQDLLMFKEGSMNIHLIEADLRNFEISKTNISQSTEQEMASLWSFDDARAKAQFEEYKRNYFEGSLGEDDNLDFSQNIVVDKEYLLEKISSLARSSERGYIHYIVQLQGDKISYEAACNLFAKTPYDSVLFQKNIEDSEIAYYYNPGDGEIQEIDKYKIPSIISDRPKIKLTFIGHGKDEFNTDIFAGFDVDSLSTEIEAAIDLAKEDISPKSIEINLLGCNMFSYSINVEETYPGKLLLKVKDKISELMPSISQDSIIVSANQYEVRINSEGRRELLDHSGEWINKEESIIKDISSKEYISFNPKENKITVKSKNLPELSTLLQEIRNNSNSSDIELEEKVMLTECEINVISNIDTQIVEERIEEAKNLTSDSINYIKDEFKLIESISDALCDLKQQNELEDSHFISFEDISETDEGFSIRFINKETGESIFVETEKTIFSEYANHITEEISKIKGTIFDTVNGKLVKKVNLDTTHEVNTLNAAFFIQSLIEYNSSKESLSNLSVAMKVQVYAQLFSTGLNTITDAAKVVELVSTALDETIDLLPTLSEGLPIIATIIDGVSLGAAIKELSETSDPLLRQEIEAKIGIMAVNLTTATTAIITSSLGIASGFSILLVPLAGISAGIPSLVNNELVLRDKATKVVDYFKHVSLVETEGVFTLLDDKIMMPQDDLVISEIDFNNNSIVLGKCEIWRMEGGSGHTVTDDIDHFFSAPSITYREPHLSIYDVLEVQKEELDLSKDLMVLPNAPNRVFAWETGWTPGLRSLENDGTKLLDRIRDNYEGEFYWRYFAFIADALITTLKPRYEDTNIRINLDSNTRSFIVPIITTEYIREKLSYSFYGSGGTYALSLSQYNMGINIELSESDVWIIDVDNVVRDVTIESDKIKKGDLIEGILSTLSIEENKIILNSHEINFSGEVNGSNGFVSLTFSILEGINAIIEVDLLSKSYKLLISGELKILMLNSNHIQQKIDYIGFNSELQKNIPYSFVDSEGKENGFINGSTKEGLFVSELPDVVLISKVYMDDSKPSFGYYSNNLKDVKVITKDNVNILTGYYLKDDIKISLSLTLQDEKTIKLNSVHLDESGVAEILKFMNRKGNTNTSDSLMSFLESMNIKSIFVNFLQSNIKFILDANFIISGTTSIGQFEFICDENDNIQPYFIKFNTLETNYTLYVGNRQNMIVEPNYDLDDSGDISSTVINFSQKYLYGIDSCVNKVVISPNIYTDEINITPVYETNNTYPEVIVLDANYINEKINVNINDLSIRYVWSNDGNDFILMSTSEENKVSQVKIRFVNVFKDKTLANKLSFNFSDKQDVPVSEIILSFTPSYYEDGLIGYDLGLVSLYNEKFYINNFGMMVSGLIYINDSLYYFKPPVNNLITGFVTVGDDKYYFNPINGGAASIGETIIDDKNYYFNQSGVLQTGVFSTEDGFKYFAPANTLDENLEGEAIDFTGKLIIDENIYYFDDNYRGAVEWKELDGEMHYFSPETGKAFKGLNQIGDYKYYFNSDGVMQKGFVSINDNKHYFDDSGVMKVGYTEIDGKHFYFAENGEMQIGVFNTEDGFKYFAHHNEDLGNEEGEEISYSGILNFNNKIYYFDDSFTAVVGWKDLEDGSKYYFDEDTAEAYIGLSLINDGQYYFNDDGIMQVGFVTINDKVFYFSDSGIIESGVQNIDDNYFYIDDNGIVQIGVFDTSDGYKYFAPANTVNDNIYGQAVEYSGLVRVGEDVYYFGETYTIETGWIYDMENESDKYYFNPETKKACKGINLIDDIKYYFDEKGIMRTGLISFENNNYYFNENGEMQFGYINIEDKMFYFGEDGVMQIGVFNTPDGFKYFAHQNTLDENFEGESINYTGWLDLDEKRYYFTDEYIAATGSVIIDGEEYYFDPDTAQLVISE
* hit, by the source's call; & = joins results of further samples. The list is partial; the hit share may differ from the screen's.

Start of the listing, in advance, 2 compounds:
| smiles | TcdB GH inh |
| --- | --- |
| CCC(=O)N[C@H]1CC[C@H](CCNC(=O)Nc2ccc(C(F)(F)F)cc2)O[C@H]1CO | -6.5 |
| O=S(=O)(NC[C@H]1[C@H](c2ccccc2)[C@H](CO)N1CC1CC1)c1ccccc1 | 0.8 |

Main list, from the start:
| smiles | TcdB GH inh |
| --- | --- |
| CCC(=O)N[C@H]1CC[C@H](CCNC(=O)Nc2ccc(C(F)(F)F)cc2)O[C@H]1CO | -6.5 |
| O=S(=O)(NC[C@H]1[C@H](c2ccccc2)[C@H](CO)N1CC1CC1)c1ccccc1 | 0.8 |
| C[C@@H]1CN([C@@H](C)CO)C(=O)Cc2cc(NC(=O)C3CCCCC3)ccc2O[C@H]1CN(C)Cc1ccc(C(=O)O)cc1 | -2.0 |
| C[C@H](CO)N1C[C@H](C)[C@H](CN(C)C(=O)NC2CCCCC2)Oc2ccc(NS(=O)(=O)c3ccccc3)cc2C1=O | 1.9 |
| O=C(Cc1cccnc1)N1CCCCN2[C@H](C1)[C@@H](c1ccc(C#CC3(O)CCCC3)cc1)[C@@H]2CO | -3.9 |
| Cc1ccccc1-c1cnc2c(c1)C(=O)N([C@@H](C)CO)C[C@H](C)[C@@H](CN(C)C(=O)CN(C)C)O2 | -1.1 |
| CN1CCN(C(=O)C[C@H]2C[C@@H]3c4cc(NS(C)(=O)=O)ccc4O[C@@H]3[C@H](CO)O2)CC1 | -0.5 |
| CN1CCN(C(=O)C[C@H]2CC[C@@H]3[C@H](COc4ccc(NC(=O)C5CCCCC5)cc4C(=O)N3C)O2)CC1 | -0.9 |
| C/C=C/c1ccc([C@@H]2[C@@H](CN(CC)C(=O)CC)N(C(C)=O)[C@H]2CO)cc1 | -1.1 |
| OC[C@@H]1[C@@H](c2ccc(C#CC3(O)CCCC3)cc2)[C@@H]2CN(Cc3ccncc3)CCCCN12 | -0.4 |
| COc1ccc(S(=O)(=O)N(C)C[C@@H]2Oc3c(NC(=O)Nc4ccc(C(F)(F)F)cc4)cccc3C(=O)N([C@@H](C)CO)C[C@@H]2C)cc1 | -1.6 |
| CC(C)NC(=O)N1CC2(C1)[C@@H](c1ccccc1)[C@@H](CO)N2C(=O)C1CC1 | 0.7 |
| CC(C)NC(=O)N[C@H]1CC[C@H](CCNC(=O)C2CCOCC2)O[C@@H]1CO | 1.0 |
| CO[C@@H]1CN(C)C(=O)c2cc(NS(=O)(=O)c3ccccc3)ccc2OC[C@@H](C)N(Cc2nccs2)C[C@H]1C | 2.2 |
| C[C@@H]1CN([C@H](C)CO)C(=O)c2cc(NS(C)(=O)=O)ccc2O[C@@H](C)CCCCO[C@@H]1CN(C)C(=O)CCC(F)(F)F | 0.4 |
| Cc1ccc(-c2ccc(C3[C@@H]4CN(Cc5cccnc5)C[C@H]3N4)cc2)cc1 (some centres undefined) | -0.5&0.4 |
| CCCC#Cc1ccc2c(c1)O[C@@H](CN(C)CCC)[C@H](C)CN([C@@H](C)CO)S2(=O)=O | -0.3 |
| COC(=O)N(C)C[C@@H]1OCc2ccccc2-c2ccccc2C(=O)N([C@H](C)CO)C[C@@H]1C | 0.4 |
| O=C(NCC[C@@H]1CC[C@H](NC(=O)C2CCCC2)[C@H](CO)O1)c1cnccn1 | -1.8 |
| C[C@@H]1CN([C@H](C)CO)C(=O)Cc2cc(NC(=O)c3ccncc3)ccc2O[C@@H]1CN(C)C | -1.2 |
| CC(C)CC#Cc1ccc2c(c1)O[C@@H](CN(C)C(=O)Cc1ccccn1)[C@@H](C)CN([C@@H](C)CO)S2(=O)=O | 0.9 |
| CCC(=O)Nc1ccc2c(c1)OC[C@H](C)N(Cc1ccccc1OC)C[C@@H](C)[C@@H](OC)CN(C)C2=O | -0.8 |
| C[C@@H]1CCCCO[C@@H](CN(C)S(=O)(=O)c2cn(C)cn2)[C@@H](C)CN([C@@H](C)CO)C(=O)c2cc(NS(=O)(=O)c3cccs3)ccc2O1 | -19 |
| C[C@@H]1CN([C@H](C)CO)C(=O)c2cc(C#Cc3ccccc3)cnc2O[C@H]1CN(C)Cc1ccccn1 | 0.0 |
| OC[C@H]1[C@H](c2ccc(C#CC3CC3)cc2)[C@@H]2CN(CCC(F)(F)F)CCCCN12 | 0.5 |
| Cc1ccccc1-c1ccc2c(c1)O[C@H](CN(C)Cc1ccc(C(=O)O)cc1)[C@@H](C)CN([C@@H](C)CO)S2(=O)=O | -1.4 |
| COc1ccc(NC(=O)N(C)C[C@H]2OCc3ccccc3-c3c(n(C)c4ccccc34)C(=O)N([C@@H](C)CO)C[C@H]2C)c(OC)c1 | 1.2 |
| COCC(=O)N1CC2(C1)[C@@H](c1ccccc1)[C@@H](CO)N2C(=O)c1cccnc1 | 0.1 |
| O=C(C1CCCC1)N1C[C@@H]2[C@H](c3ccccc31)[C@H](CO)N2C(=O)Nc1cccc(F)c1 | 1.0 |
| CO[C@@H]1CN(C)C(=O)c2ccc(NC(=O)c3nc4ccccc4s3)cc2OC[C@H](C)N(Cc2ccncc2)C[C@H]1C | 0.2 |
| COc1ccccc1-c1ccc2c(c1)O[C@H](CN(C)C(C)=O)[C@@H](C)CN([C@@H](C)CO)S2(=O)=O | -7.1 |
| Cc1ccc(S(=O)(=O)N[C@@H]2CC[C@@H](CCNC(=O)Cc3ccccn3)O[C@H]2CO)cc1 | 1.1 |
| O=C(C[C@H]1CC[C@H](NC(=O)Nc2cc(F)ccc2F)[C@@H](CO)O1)Nc1ccc(-c2ccccc2)cc1 | -1.0 |
| CCCC(=O)Nc1ccc2c(c1)OC[C@H](C)N(C)C[C@@H](C)[C@H](OC)CN(C)C2=O | 0.3 |
| C/C=C/c1ccc2c(c1)O[C@@H](CN(C)C(=O)Nc1ccccc1)[C@H](C)CN([C@@H](C)CO)S2(=O)=O | 0.4 |
| COc1ccc2c3c(n(C)c2c1)[C@@H](CO)N(Cc1cccc(Cl)c1)CC31CCN(C(=O)C2CC2)CC1 | 0.1 |
| N#C[C@@H]1[C@H](c2ccc(C3=CCCC3)cc2)[C@H](CO)N1S(=O)(=O)c1cccc(F)c1 | -1.1 |
| Cc1ccc(S(=O)(=O)Nc2ccc3c(c2)C(=O)N([C@@H](C)CO)C[C@@H](C)[C@H](CN(C)C(=O)Cc2ccccc2)OCCCC[C@H](C)O3)cc1 | -1.1 |
| CC(C)C#Cc1ccc2c(c1)O[C@@H](CN(C)C(=O)c1ccncc1)[C@H](C)CN([C@@H](C)CO)S2(=O)=O | -0.5 |
| CC(C)C#Cc1ccc([C@H]2[C@H](C#N)N(C(=O)CN(C)C)[C@H]2CO)cc1 | 0.1 |

An excerpt from above in order of SMILES length, low to high.
| smiles | TcdB GH inh |
| --- | --- |
| CC(C)NC(=O)N[C@H]1CC[C@H](CCNC(=O)C2CCOCC2)O[C@@H]1CO | 1.0 |
| COC(=O)N(C)C[C@@H]1OCc2ccccc2-c2ccccc2C(=O)N([C@H](C)CO)C[C@@H]1C | 0.4 |
| O=C(Cc1cccnc1)N1CCCCN2[C@H](C1)[C@@H](c1ccc(C#CC3(O)CCCC3)cc1)[C@@H]2CO | -3.9 |
| Cc1ccccc1-c1cnc2c(c1)C(=O)N([C@@H](C)CO)C[C@H](C)[C@@H](CN(C)C(=O)CN(C)C)O2 | -1.1 |
| C[C@@H]1CN([C@@H](C)CO)C(=O)Cc2cc(NC(=O)C3CCCCC3)ccc2O[C@H]1CN(C)Cc1ccc(C(=O)O)cc1 | -2.0 |
| COc1ccc(NC(=O)N(C)C[C@H]2OCc3ccccc3-c3c(n(C)c4ccccc34)C(=O)N([C@@H](C)CO)C[C@H]2C)c(OC)c1 | 1.2 |
| C[C@@H]1CN([C@H](C)CO)C(=O)c2cc(NS(C)(=O)=O)ccc2O[C@@H](C)CCCCO[C@@H]1CN(C)C(=O)CCC(F)(F)F | 0.4 |

More compounds follow:
| smiles | TcdB GH inh |
| --- | --- |
| C[C@@H]1CN([C@@H](C)CO)C(=O)c2cc(C#Cc3ccc(F)cc3)cnc2O[C@@H]1CN(C)Cc1ccccn1 | -2.4 |
| CCC(=O)N1[C@H](C(=O)N(C)C)[C@@H](CO)[C@@H]2Cn3c(ccc(-c4ccc(F)cc4)c3=O)[C@@H]21 | -0.4 |
| C[C@@H]1CCCCO[C@H](CN(C)C(=O)C2CCCCC2)[C@H](C)CN([C@H](C)CO)C(=O)c2cc(NS(=O)(=O)c3ccc(F)cc3)ccc2O1 | 0.6 |
| CO[C@H](CN(C)C(=O)C1CCOCC1)[C@H](C)CN(C(=O)Nc1ccc(F)cc1)[C@H](C)CO | -0.3 |
| CCC(=O)N(C)C[C@@H]1Oc2cc(C#Cc3cccnc3)ccc2S(=O)(=O)N([C@H](C)CO)C[C@H]1C | -2.6 |
| COc1ccc2c3c(n(C)c2c1)[C@H](CO)N(Cc1ccc(F)cc1)CC31CCN(C)CC1 | -3.0 |
| COc1cccc(S(=O)(=O)Nc2ccc3c(c2)[C@@H]2C[C@@H](CC(=O)NCC(F)(F)F)O[C@@H](CO)[C@@H]2O3)c1 | -0.9 |
| COc1ccc(C#Cc2ccc([C@@H]3[C@@H](CO)N4CCCCN(Cc5ccncc5)C[C@H]34)cc2)cc1 | 0.6 |
| C[C@H]1CN([C@@H](C)CO)C(=O)Cc2cc(NS(=O)(=O)c3cccs3)ccc2O[C@@H]1CN(C)S(C)(=O)=O | -0.1 |
| CC(C)CC#Cc1cnc2c(c1)C(=O)N([C@@H](C)CO)C[C@H](C)[C@@H](CN(C)C(=O)c1ccccc1F)O2 | -1.2 |
| CN(C)CC(=O)N[C@@H]1C=C[C@@H](CC(=O)NCc2ccccc2F)O[C@@H]1CO | 1.1 |
| CO[C@H]1CN(C)C(=O)c2cc(NC(=O)C3CCOCC3)ccc2OC[C@@H](C)N(C(C)=O)C[C@H]1C | -0.4 |
| CCCNC(=O)[C@H]1[C@H](CO)[C@H]2Cn3c(ccc(C4=CCCC4)c3=O)[C@@H]1N2C(C)=O | -0.7 |
| C[C@@H]1CN([C@@H](C)CO)C(=O)c2cc(NS(=O)(=O)c3ccccc3)ccc2O[C@@H](C)CCCCO[C@@H]1CN(C)C(=O)c1ccccc1 | -0.4 |
| CC(C)NC(=O)N(C)C[C@H]1Oc2c(NC(=O)Nc3ccccc3)cccc2C(=O)N([C@@H](C)CO)C[C@@H]1C | -2.7 |
| CCCC#Cc1cnc2c(c1)C(=O)N([C@H](C)CO)C[C@H](C)[C@@H](CN(C)C(=O)c1cccc(F)c1)O2 | 0.6 |
| Cc1noc(C)c1S(=O)(=O)Nc1ccc2c(c1)C(=O)N([C@@H](C)CO)C[C@H](C)[C@@H](CN(C)Cc1ccc(-c3ccccc3)cc1)O2 | -1.2 |
| CN1C(=O)c2cc(NC(=O)c3ccc(F)cc3)ccc2OC[C@@H]2O[C@@H](CC(=O)N3CCOCC3)CC[C@@H]21 | 1.0 |
| COc1cccc(NC(=O)C[C@H]2CC[C@H]3[C@H](COc4ccc(NC(=O)c5ccccc5F)cc4C(=O)N3C)O2)c1 | -14 |
| C[C@H]1CN([C@@H](C)CO)C(=O)c2cc(NS(=O)(=O)c3cccs3)ccc2O[C@@H]1CN(C)C | 0.3 |
| C/C=C/c1ccc([C@H]2[C@H](CO)N(C(C)=O)[C@H]2CN(C)C(=O)c2ccccn2)cc1 | -6.2 |
| O=S(=O)(Cc1ccccc1)N1CCCCN2[C@H](CO)[C@@H](c3ccc(-c4ccccc4)cc3)[C@@H]2C1 | -4.3 |
| C[C@H](CO)N1C[C@H](C)[C@@H](CN(C)C(=O)CN(C)C)Oc2cc(C#CCN(C)C)ccc2S1(=O)=O | -0.7 |
| CO[C@H]1CN(C)C(=O)c2ccc(NC(=O)C3CC3)cc2OC[C@@H](C)N(C(C)=O)C[C@@H]1C | -0.7 |
| COc1ccc(S(=O)(=O)Nc2cccc3c2O[C@@H](CN(C)S(=O)(=O)c2ccc(Cl)cc2)[C@@H](C)CN([C@H](C)CO)C3=O)cc1 | -0.1 |
| COc1ccccc1NC(=O)N1CCCCN2[C@@H](CO)[C@@H](c3ccc(-c4cccc(C)c4)cc3)[C@@H]2C1 | -0.9 |
| COc1ccccc1C#Cc1ccc2c(c1)O[C@@H](CN(C)Cc1cccnc1)[C@H](C)CN([C@H](C)CO)S2(=O)=O | -0.1 |
| COc1ccccc1NC(=O)N[C@H]1CC[C@H](CCNS(=O)(=O)c2ccc(F)cc2)O[C@H]1CO | 0.4 |
| CO[C@@H](CN(C)S(=O)(=O)c1ccc(C)cc1)[C@H](C)CN(C(=O)Nc1ccccc1F)[C@H](C)CO | 1.1 |
| CNC[C@@H]1Oc2ccc(NC(=O)Nc3ccc(C(F)(F)F)cc3)cc2C(=O)N([C@H](C)CO)C[C@H]1C | 0.8 |
| C[C@H]1CN([C@@H](C)CO)C(=O)c2cc(-c3ccncc3)cnc2O[C@@H]1CN(C)C(=O)c1cccc(F)c1 | -0.2 |
| O=C([C@@H]1[C@@H](CO)[C@@H]2Cn3c(cccc3=O)[C@@H]2N1Cc1cc(F)ccc1F)N1CCOCC1 | -0.1 |
| Cc1ccc(S(=O)(=O)Nc2cccc3c2O[C@@H](CN(C)Cc2ccc(-c4ccccc4)cc2)[C@H](C)CN([C@@H](C)CO)C3=O)cc1 | 0.5 |
| CNC[C@H]1Oc2ccc(NC(=O)NC3CCCCC3)cc2CC(=O)N([C@@H](C)CO)C[C@H]1C | 0.6 |
| C[C@H](CO)N1C[C@H](C)[C@H](CN(C)Cc2ccc(-c3ccccc3)cc2)Oc2ccc(NC(=O)CCCCCC(=O)Nc3ccccc3N)cc2CC1=O | -1.7 |
| CCCNC(=O)[C@H]1[C@H](CO)[C@H]2Cn3c(ccc(/C=C/c4ccccc4)c3=O)[C@@H]1N2C(=O)C1CCC1 | 1.9 |
| C[C@@H]1CN([C@H](C)CO)C(=O)c2cc(NC(=O)NC3CCCCC3)ccc2O[C@H]1CN(C)Cc1ccc(Oc2ccccc2)cc1 | -6.0 |
| CO[C@@H]1CN(C)C(=O)c2cc(NC(=O)Nc3ccccc3)ccc2OC[C@@H](C)N(CC2CC2)C[C@@H]1C | 0.3 |
| C/C=C/c1cnc2c(c1)C(=O)N([C@H](C)CO)C[C@H](C)[C@H](CN(C)C(=O)C1CCOCC1)O2 | -0.7 |
| C[C@H](CO)N1C[C@H](C)[C@H](CN(C)S(C)(=O)=O)Oc2ccc(NS(=O)(=O)c3cn(C)cn3)cc2C1=O | 0.5 |
| COc1ccc(NC(=O)N(C)C[C@@H]2Oc3c(NC(=O)CCCCCC(=O)Nc4ccccc4N)cccc3C(=O)N([C@@H](C)CO)C[C@H]2C)cc1 | 1.1 |
| N#Cc1ccc(-c2ccc(C3[C@H]4CNC[C@@H]3N4C(=O)Nc3ccccc3F)cc2)cc1 (some centres undefined) | 0.6 |
